# SSB-PriA inh – inhibitors of Klebsiella pneumoniae PriA binding to SSB C-terminal tail. AlphaScreen SSBct-PriA binding, biotinylated peptide. inhibition, % at 33 µM. 430,000 compounds, 0.6% hits. AID 1272365; in the data active = inhibition mostly above about 37%, no sharp cut-off; inactive = mostly below about 20%;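 also: plate controls were negative control peptide for no effect and reference peptide for full effect; strong numbers were not always called active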
# Numbers without * were called inactive; & = joins results of further samples.
SMILES,SSB-PriA inh
Oc1ccc(C=NNc2nc(-c3ccccc3F)nc3ccccc23)c(O)c1,-5
CCC(=NNC(=S)NC(C)C)c1ccc(OC)c(OC)c1,17
O=C(c1ccc(N2C(=O)C3CCCCC3C2=O)cc1)N1CCN(c2cccc(C(F)(F)F)c2)CC1 (stereo not drawn),1
O=C(Cc1ccc2c(c1)OCCO2)NN=Cc1ccco1,2
O=C(CCSc1nc2scc(-c3ccccc3Cl)c2c(=O)n1-c1ccccc1)Nc1ccc(F)cc1,-10&0
Cc1ccc(C)c(S(=O)(=O)c2nnn3c2nc(Nc2ccc(C(C)C)cc2)c2sccc23)c1,-6
O=C(c1ccoc1)N1C2C=CCC1CC2 (stereo not drawn),-14
COc1ccc(S(=O)(=O)NCCNC(=O)c2ccc(NC(=O)C3CC3)cc2)cc1C,-3
O=C(NCC1CCN(c2nc3ccccc3s2)CC1)C(=O)Nc1ccc2c(c1)OCO2,2
O=C(CC1CCCC1)N1CCC[C@H](Oc2cccnn2)C1,-24
COc1ccc(NC(=S)NN=Cc2cccn2Cc2ccc(F)cc2)cc1,-4
CCOC(=O)c1sc(NC(=O)CC2Nc3ccccc3NC2=O)cc1C (stereo not drawn),24
COc1ccc(CC(=O)Nc2ccc3c(c2)CN(C(=O)c2ccccc2)CC3)cc1OC,-5
O=C(O)CSCc1nc2ccccc2c(=O)[nH]1,-4
CSc1ccc(CNC(=O)c2sccc2S(=O)(=O)N2CCN(c3ccccc3)CC2)cc1,-3
C=CCn1c(SCC(=O)NC(Cc2ccccc2)C(=O)O)nc2sc3c(c2c1=O)CCC3 (stereo not drawn),3
O=S(=O)(NCCSC1CCOCC1)c1ccc(OC(F)(F)F)cc1,-9
O=C(c1ccc(S(=O)(=O)N2CCCCCC2)cc1)N(Cc1cccnc1)c1nc2c(F)cc(F)cc2s1,-6
O=C(COc1coc(CN2CCc3ccccc32)cc1=O)OCc1ccccc1,11&27
Cc1cccc(NC(=S)NN=Cc2ccc3c(c2)OCO3)c1,17
Cc1ccc2nc(NC(=O)CSc3nc(N)c(NC(=O)c4ccccc4F)c(=O)[nH]3)sc2c1,-4
NC(=O)C1(N2CCCCC2)CCN(c2nc3c(S(=O)(=O)c4ccccc4)nnn3c3ccccc23)CC1,-4
CC(=O)Nc1ccc([N+](=O)[O-])cc1CCl,17
COc1ccc(C(=O)CN2CCC(c3nnc(C)s3)CC2)cc1,1
O=C(NCCOc1ccc(F)cc1)C1CN(S(=O)(=O)C2CC2)C1,-2
O=C(NCCOc1ccc2nnc(-c3cccc(F)c3)n2n1)c1cccc(Cl)c1,-17
Cc1ccc(-c2cc3c(N4CCN(Cc5ccccc5)CC4)nccn3n2)cc1C,-15
COCCN(Cc1ccoc1)C(=O)NCCc1ccc(OC)cc1,11
CNC(=O)Cc1cn(Cc2cc(OC)cc(OC)c2)c2ccccc12,-24
COc1ccc(C)c2sc(NN)nc12,16
Cc1ccc(C(O)CNC(=O)C(=O)Nc2ccc3c(c2)N(S(=O)(=O)c2cccs2)CCC3)o1 (stereo not drawn),26
COc1ccc(C(=O)NCCc2nnc3ccc(SCc4cccc([N+](=O)[O-])c4)nn23)cc1,-4
Cc1nc2c(ccc3ccccc32)s1,-8
CC(=O)Nc1ccc(C=NNC(=O)c2cc3ccccc3nc2C)cc1,4
Cc1ccc(NC2=CC(=NS(=O)(=O)c3cccs3)c3ccccc3C2=O)cc1C,5
CC(=NNC(=O)Cc1csc(N2CCOCC2)n1)c1ccccc1,-9
CCN(Cc1ccccc1)C(=O)c1cn(-c2ccc(C)cc2)nn1,-6&-1
Cc1ccc(-c2cn3cccnc3n2)cc1NC(=O)COc1ccccc1,-6
Cc1ccc2nc(C3CN(C(=O)Cc4ccc(Cl)cc4)C3)[nH]c2c1,2
COc1ccc(CC(=O)NCc2nnc(SCC(=O)Nc3nc4ccccc4s3)n2-c2ccc(Br)cc2)cc1,-24
CC(O)(CNC(=O)c1ccco1)c1cc2ccccc2s1 (stereo not drawn),9
COC(=O)c1ccc(C(=O)N2CCN(c3nc(-c4ccsc4)cs3)CC2)cc1,-2
COCCN1CCCc2ccc(NS(=O)(=O)c3ccc(F)cc3F)cc21,12
COc1ccccc1C(=O)Nc1ccc2c(c1)CCCN2S(=O)(=O)c1cccs1,-7
O=C(NN=Cc1cn(-c2cccs2)nc1-c1ccccc1)c1ccccc1Br,-4
NS(=O)(=O)c1ccc(CCNC(=O)C(=O)Nc2cccc(Cl)c2)cc1,-11
O=c1ccc(-n2ccnc2)nn1CCNS(=O)(=O)c1ccc2c(c1)CCCC2,-8
CC(C)(C)C(=O)NCc1ccnc(-c2cccs2)c1,-17
CC(=NNc1cc(Cl)nc(C)n1)c1ccc(Cl)c(Cl)c1,-13
CCSc1ccccc1C(=O)Nc1ccc(-c2nc3ccccc3[nH]2)cc1,-13&2
Cn1cc(S(=O)(=O)NCC(O)(c2cccs2)C2CC2)cn1 (stereo not drawn),-7
Cc1cc(C(=O)CSc2nnc3ccc4ccccc4n23)c(C)n1-c1cc(Cl)ccc1Cl,3
Cc1ccc(S(=O)(=O)NCCOc2ccc(F)cc2)s1,-13&-13
Cc1ccc(C(=O)N2CCN=C2SCc2ccccc2Cl)cc1,-4
CSc1ncccc1C(=O)NC[C@@](O)(c1cccs1)C1CC1,-11
CN1C(=O)c2cc(NC(=O)c3ccc4c(c3)OCO4)ccc2Oc2ccccc21,-3
COc1ccc(C[C@](C)(O)CNC(=O)c2cccnc2SC)cc1,-5
COc1ccccc1-c1cc(C(=O)NCC2CCC(c3nc4ccccc4n3C)CC2)[nH]n1 (stereo not drawn),4
CC(=O)Nc1ccc2c(c1)CN(C(=O)C1CC1)CC2,-21
CC(=O)NCCOc1ccc(NC(=O)c2ccc(-n3cncn3)nn2)cc1,-10

# New compounds follow
SMILES,SSB-PriA inh
Cc1ccc(N2CCC(C(=O)Nc3nc4ccc(S(C)(=O)=O)cc4s3)CC2)nn1,-5
O=C(Cc1ccccc1)NCCOc1cccc(C(F)(F)F)c1,4
C=CCn1c(COc2ccc(CC)cc2)nnc1SCC(O)=C(C#N)c1nc2ccccc2[nH]1,-6
O=C(NCC(O)(c1ccco1)C1CC1)C(=O)Nc1ccc(OC(F)(F)F)cc1 (stereo not drawn),-5
CCOc1ccc(C(=O)CSc2nc(-c3ccc(Cl)cc3)cn2-c2ccccc2C)cc1,-12&9
Cc1ccc(NC(CSC(N)=O)=NS(=O)(=O)c2ccccc2)cc1,3
Cc1ncn(CC(=O)N2CCC(S(=O)(=O)c3nncn3C)CC2)c(=O)c1C,-6
CCC(=O)N1CCc2ccc(NC(=O)c3c(F)cccc3F)cc2C1,5
Cc1cc(CCC(=O)N[C@H]2CCN(c3ccccn3)C2)ccc1Cl,0
CCOC(=O)N1CCC(NC(=O)C2CCN(c3cc(Sc4cc(C)ccc4C)ncn3)CC2)CC1,-15
O=C(NCC(=O)N1CCOC(c2ccccc2)C1)C(=O)NCc1ccccc1Cl (stereo not drawn),-10
CCN1CCN(C(=O)NCCn2nc(-c3cccs3)cc2C)C(=O)C1=O,-5
Cc1c(Cc2ccc3c(c2)OCO3)sc(NC(=O)c2cc(Cl)cc(Cl)c2)c1C#N,-12
Cc1nc2ccccn2c1C(=O)N1CCC(c2ccccc2)C1 (stereo not drawn),5
CCC(=O)N1N=C(c2cccc(OC)c2)C[C@H]1c1cn(-c2ccccc2)nc1-c1cccs1,-7
N#Cc1ccccc1NC(=O)C(=O)NCCN1CCO[C@H](c2ccccc2)C1,-4
O=C(NCC(O)c1ccc(C(F)(F)F)cc1)c1ccccc1S(=O)(=O)C(F)F (stereo not drawn),-56
O=C(NC1=NCCS1)c1cn(Cc2ccc(F)cc2)nc1OCc1ccc(F)cc1,-10
Cc1cc(NN=Cc2ccc(O)cc2O)nc(-n2nc(C)cc2C)n1,1
CC(C)Cn1c2c(c(=S)[nH]c1=O)CCC2,-6
O=S(=O)(NCCOc1ccc2c(c1)OCO2)c1ccc(F)c(Cl)c1,5
CC[C@@H](CO)NC(=O)C(=O)NCc1cccs1,2
COC(=O)c1ccc2c(=O)n(CCCC(=O)N3CCOCC3)c(=S)[nH]c2c1,-6
COc1cc(NC(=O)CC(C)=NNC(=O)C2CCCCC2)c(OC)cc1Cl,5
Cc1ccc(N2CCN(C(=O)c3cccc(N4CCCS4(=O)=O)c3)CC2)c(C)c1,17
O=C(Nc1cccc(-c2ccc(N3CCCC3)nn2)c1)c1ccccc1Cl,4
Cc1ccc(Cl)c2sc(N(CCN(C)C)C(=O)c3ccc(S(C)(=O)=O)cc3)nc12,23
COc1cc2sc(=NC(=O)c3ccnn3C)n(C)c2cc1OC,8
COc1ccc(Cl)c2sc(NC(=O)COc3ccccc3)nc12,-6
CC(=O)c1cccc(S(=O)(=O)N2CCC(Cn3cccn3)CC2)c1,-6

# 4 entries from above, as labelled records:
Cc1cc(NN=Cc2ccc(O)cc2O)nc(-n2nc(C)cc2C)n1
  SSB-PriA inh: 1
CC(C)Cn1c2c(c(=S)[nH]c1=O)CCC2
  SSB-PriA inh: -6
O=S(=O)(NCCOc1ccc2c(c1)OCO2)c1ccc(F)c(Cl)c1
  SSB-PriA inh: 5
CC[C@@H](CO)NC(=O)C(=O)NCc1cccs1
  SSB-PriA inh: 2

# More compounds:
SMILES,SSB-PriA inh
Cn1nc(-c2ccc(F)cc2)cc1C(=O)NCC1(CO)CC1,-11
CCOc1ccc(C(=O)NN=Cc2cc(Cl)ccc2[N+](=O)[O-])cc1,-6
Oc1c(Br)cc(C=NNc2ccc(Cl)nn2)cc1Br,-13
CN(C(=O)c1ccco1)[C@H]1CCS(=O)(=O)C1,-23
CC(=O)c1cccc(NC(=O)Cn2cnc(-c3ccccc3)cc2=O)c1,-13
Cc1ccc(O)c(NC(=O)CC(NCCC2=CCCCC2)C(=O)O)c1 (stereo not drawn),11
Cc1ccc(C(C)C)c(OCc2ccc(C(=O)NN=Cc3cccc(O)c3O)cc2)c1,-14
O=C(CCCc1ccccc1)N1CCN(c2ccc3nnc(-c4ccco4)n3n2)CC1,-3
c1cncc(CSc2nnc3ccc(-c4cccnc4)nn23)c1,-2
CCN1CCN(CC(=O)Nc2cccc(Cl)c2)C(=O)C1=O,5
CCCCS(=O)(=O)N1CCN(c2cc(-n3nc(C)cc3C)nc(C)n2)CC1,-2
Cc1nc2ccccc2c(=O)n1-c1ccc(F)c(NC(=O)c2ccco2)c1,1
Cc1ccc(-c2nnc(NC(=O)c3ccnn3C)o2)cc1C,0&13
Cc1ccc(S(=O)(=O)Nc2ccccc2C(=O)Nc2nc3c(s2)CCc2ccccc2-3)cc1,-8
O=c1c2c3c(nn2cnn1Cc1ccccc1F)CCCC3,-12
O=c1ccc(-c2cccnc2)nn1CCNS(=O)(=O)c1ccc(C(F)(F)F)cc1,-15
O=C(Nc1ccccc1Cc1nc(-c2cnccn2)no1)c1cc2ccccc2o1,1
CC12CC(c3cc(Br)ccc3O1)C(S(=O)(=O)c1ccc(C(C)(C)C)cc1)C(=O)N2 (stereo not drawn),0
O=C(CSc1nc2ccccc2s1)NNC(=O)CC1SC(=O)NC1=O (stereo not drawn),-11
O=C(Cc1ccc(Br)cc1)N1CCC(n2ccnn2)CC1,-3
O=C(Cn1c(CO)cnc1SCC(=O)Nc1ccc(OC(F)(F)F)cc1)NCc1ccccc1,-11
Nc1nc(SCC(=O)Nc2ccc3c(c2)OCCO3)ncc1S(=O)(=O)c1cccs1,-18&11
O=c1[nH]c(=O)n(Cc2ccccc2Cl)c(O)c1C=C1C=CC=N1,-6
NC[C@H]1CC(=O)N(c2ccc(Cl)cc2)C1,-1
Cc1cc(NC(=O)CSc2nnc(CNC(=O)c3cccs3)o2)no1,-5
CCN(CC)c1nc2ccsc2c(=O)n1CCC(=O)NCCc1cccs1,7
CCc1cccc(C)c1N(C(=O)CSc1nc2ccccc2[nH]1)C(C)COC (stereo not drawn),-6
O=C(NN=Cc1ccc(O)cc1O)c1ccc(NC(=O)C2CCCCC2)cc1,-3
CCOc1ccc(S(=O)(=O)NC2CCN(c3ccc(C(F)(F)F)cn3)C2)cc1F (stereo not drawn),-7
CCOc1ccc(NC(=O)NCc2n[nH]c(=O)c3ccccc23)cc1,0
O=C(Cc1ccc([N+](=O)[O-])cc1)NC1CC(=O)N(c2ccc3c(c2)OCCO3)C1 (stereo not drawn),6
COc1ccc(C)cc1NC(=O)Cn1nc(C)cc1C(=O)N1CCOCC1,-13
C=CCn1c(CNc2ccc(C)cc2)nnc1SCC(=O)NN=Cc1ccc(O)cc1O,40
CS(=O)(=O)c1ccc(C(=O)Nc2ccc3sccc3c2)cc1,-20
O=C(NCCCn1ccc2cccnc21)c1ccccn1,15

# Grouped by structure: the compounds so far with a furan ring, fused or not
SMILES,SSB-PriA inh
O=C(Cc1ccc2c(c1)OCCO2)NN=Cc1ccco1,2
O=C(c1ccoc1)N1C2C=CCC1CC2 (stereo not drawn),-14
COCCN(Cc1ccoc1)C(=O)NCCc1ccc(OC)cc1,11
Cc1ccc(C(O)CNC(=O)C(=O)Nc2ccc3c(c2)N(S(=O)(=O)c2cccs2)CCC3)o1 (stereo not drawn),26
CC(O)(CNC(=O)c1ccco1)c1cc2ccccc2s1 (stereo not drawn),9
O=C(NCC(O)(c1ccco1)C1CC1)C(=O)Nc1ccc(OC(F)(F)F)cc1 (stereo not drawn),-5
CN(C(=O)c1ccco1)[C@H]1CCS(=O)(=O)C1,-23
O=C(CCCc1ccccc1)N1CCN(c2ccc3nnc(-c4ccco4)n3n2)CC1,-3
Cc1nc2ccccc2c(=O)n1-c1ccc(F)c(NC(=O)c2ccco2)c1,1
O=C(Nc1ccccc1Cc1nc(-c2cnccn2)no1)c1cc2ccccc2o1,1

# A portion of the library, so the mix of outcomes need not match the whole.
